# Screening results: PubChem, National Center for Advancing Translational Sciences (NCATS)
# GPT2 inhibitor – blocks human glutamate pyruvate transaminase 2 | Q8TD30 | Recombinant GPT2, coupled pyruvate oxidase/HRP Amplex Red fluorescence | Potency, µM (highest dose often 57.7 µM), for inactives: at the highest dose activity change, negative = inhibition, most hits filed as inhibitors | 0.25% of 100,000 active; also: potency is read from the fitted curve at half-maximal effect; nearly all actives have a fitted effect of over 60% in size; many of its hits are not listed in these tables
# Target sequence (Q8TD30 whole entry, looked up): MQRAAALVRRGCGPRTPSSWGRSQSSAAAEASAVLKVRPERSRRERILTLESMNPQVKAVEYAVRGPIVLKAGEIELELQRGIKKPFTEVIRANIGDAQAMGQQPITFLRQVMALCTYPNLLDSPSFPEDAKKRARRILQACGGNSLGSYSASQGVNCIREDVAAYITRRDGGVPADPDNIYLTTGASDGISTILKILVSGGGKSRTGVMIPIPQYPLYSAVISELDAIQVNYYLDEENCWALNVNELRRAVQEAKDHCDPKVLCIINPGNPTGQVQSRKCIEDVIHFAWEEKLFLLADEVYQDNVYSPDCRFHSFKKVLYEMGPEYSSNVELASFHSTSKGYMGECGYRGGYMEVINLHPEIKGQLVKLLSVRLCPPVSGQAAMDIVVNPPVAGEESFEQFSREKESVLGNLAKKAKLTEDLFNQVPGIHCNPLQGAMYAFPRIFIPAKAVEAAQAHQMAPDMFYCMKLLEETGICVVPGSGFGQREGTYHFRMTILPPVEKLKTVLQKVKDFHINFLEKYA
#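 Recombinant GPT2 (10ng/uL) with 250uM a-KG and 2mM L-alanine, 30 min at room temperature, in HEPES pH 7.5 buffer. Pyruvate detected by pyruvate oxidase/HRP/Amplex Red fluorescence after 30 min in the dark; AOA (50uM) as positive control.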
# HEK293 tox – cytotoxic compounds in HEK 293 cells; HEK 293 viability, ATP luminescence (CellTiter-Glo), 48-72 h; Potency, µM (top dose mostly 115 µM), for the others: at the top dose activity change, negative = cytotoxicity, hits mostly inhibitors; 6.6% of 94,000 active; AID 1345083; also: potency is read from the fitted curve at half-maximal effect; nearly all actives have a fitted effect of over 60% in size
#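 CellTiter-Glo luminescence (cellular ATP) was read after 48 or 72 hr of compound exposure at 37 degree Celsius. Cells were HEK 293 plated at 250 cells/well.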
# Luciferase inh – inhibitors of firefly (Photinus pyralis) luciferase | purified P. pyralis luciferase, luminescence, biochemical | Potency, µM (series often up to 115 µM), for the others: at the highest dose activity change, negative = inhibition, actives largely listed as inhibitors | 2.5% of 76,000 active | AID 1347043; also: potency is read from the fitted curve at half-maximal effect; nearly all actives have a fitted effect of over 65% in size
# Target sequence (P08659 whole entry, looked up): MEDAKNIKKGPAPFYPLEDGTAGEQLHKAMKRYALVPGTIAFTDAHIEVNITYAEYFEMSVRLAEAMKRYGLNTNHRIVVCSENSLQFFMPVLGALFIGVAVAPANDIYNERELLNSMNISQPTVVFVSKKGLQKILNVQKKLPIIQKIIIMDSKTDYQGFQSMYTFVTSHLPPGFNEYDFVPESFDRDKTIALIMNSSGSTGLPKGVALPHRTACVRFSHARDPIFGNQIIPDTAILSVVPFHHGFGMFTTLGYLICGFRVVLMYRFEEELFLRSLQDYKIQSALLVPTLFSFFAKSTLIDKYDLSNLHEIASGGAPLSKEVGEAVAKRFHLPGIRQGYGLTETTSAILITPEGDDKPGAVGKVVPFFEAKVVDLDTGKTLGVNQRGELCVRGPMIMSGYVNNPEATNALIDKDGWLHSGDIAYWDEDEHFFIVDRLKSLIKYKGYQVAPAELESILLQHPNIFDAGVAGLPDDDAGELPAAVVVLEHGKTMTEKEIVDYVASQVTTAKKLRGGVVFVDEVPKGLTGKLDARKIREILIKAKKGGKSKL
#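 Cell-free enzyme assay, 10nM P. pyralis luciferase, luciferin and ATP each at 10uM. Inhibition profiled over a 6-point titration, read as luminescence.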
# IP6K1 inh – IP6K1 kinase inhibition. IP6K1 kinase, ADP-Glo luminescence, 2 h; hits give low values. Q92551. activity change, % (series mostly up to about 58 µM). AID 1645851. 0.81% of 140,000 active; in the data active = activity change below about -25%
#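 ADP-Glo luminescence measures ADP made by human IP6K1 during a 2 h RT reaction with ATP/IP6 (mix at 1.3 mM/130 uM); top library doses 57.5 and 19.1 uM final.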
# SNCA viab count – counter-screen for SNCA expression inhibitors: cell viability; HEK-293-SNCA-luc viability, GF-AFC fluorescence, 24 h; Potency, µM (top dose mostly 57.1 µM), without a hit: at the top dose activity change, negative = cytotoxicity, actives largely listed as cytotoxic; 0.12% of 150,000 active;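 also: potency is read from the fitted curve at half-maximal effect; 0% = DMSO-treated cells and -100% = medium-only wells without cells; nearly all actives have a fitted effect of over 30% in size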
#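 Cytotoxicity counterscreen: after 24 h compound treatment of genome-edited SNCA-luciferase HEK-293 cells, live-cell protease substrate GF-AFC read by fluorescence after 30 min; activity scaled between DMSO (0%) and medium-only (-100%), curves Hill-fitted.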
# SNCA expr inhib – inhibitors of alpha-synuclein (SNCA) gene expression; HEK-293 SNCA-luciferase knock-in, luminescence, 24 h; Potency, µM (series often up to 57.2 µM), inactives show top-dose activity change, negative = inhibition, usual class: inhibitors; 0.17% of 140,000 active;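 also: potency is read from the fitted curve at half-maximal effect; plate controls were DMSO cells for no effect and cell-free wells for full effect; nearly all actives have a fitted effect of over 45% in size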
# 3T3 cytotox – cytotoxic compounds in NIH 3T3 cells. NIH 3T3 viability, CellTiter-Glo ATP luminescence, 48-72 h. Potency, µM (series often up to 96.7 µM), for the others: top-dose activity change, negative = cytotoxicity, actives largely listed as inhibitors. 4.3% of 94,000 active. AID 1345082; also: potency is read from the fitted curve at half-maximal effect; nearly all actives have a fitted effect of over 55% in size
#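 Cytotoxicity is measured as loss of cellular ATP: NIH 3T3 cells (400/well) are exposed to compound for 48 or 72 hr at 37 °C, then CellTiter-Glo luminescence is imaged after 10 min at room temperature.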
# Starred values were filed as active, the others as inactive; i = inactive; ? = inconclusive; . = no result given; [ ] = remark or other dose. Unless noted, calls follow the shape of the dose curve; as a rule, active = well fitted curve in the direction sought with a large enough effect; inconclusive = small, poorly fitted or top-dose-only effect, or another doubt; inactive = no such curve, though single readings can be large; an effect the other way counts as inactive or inconclusive. Unless noted, % is scaled to controls: 0 for no effect and ±100 for the full control effect.
mol	GPT2 inhibitor	HEK293 tox	Luciferase inh	IP6K1 inh	SNCA viab count	SNCA expr inhib	3T3 cytotox
O=C(Cc1cccc(Cl)c1)N1CCc2nc(C3CC3)nc(-c3ccc(Cl)cc3)c2C1	-17%	?	-7%	6	?	-23%	?
OCC1(Cc2ccccc2)CCCN(Cc2ccccc2-c2ccco2)C1 (configuration not stated)	i	?	6%	-16	1%	-12%	-10%
CCC(CC)C(=O)N1CCC2(CCc3nn(CCOC)c(=O)n3CC2)CC1	i	i	.	-5	0%	17%	-11%
CCOC(=O)c1c(C)[nH]c(C)c1S(=O)(=O)N1CCCC(C(=O)Nc2ccc(OC)c(Cl)c2)C1 (configuration not stated)	.	.	.	14	-2%	7%	.
CC(C)(C)C(=O)NC1CCN(c2nccc(Nc3ccccc3F)n2)CC1	-13%	?	.	-2	3%[12.5 µM]	-18%	-42%
Cc1cc(-n2c(C)nc3ccccc3c2=O)ccc1NC(=O)c1cccc([N+](=O)[O-])c1	.	.	.	31	0%	-19%	.
Cc1cccc(-c2nc3c(cnn3-c3ccccc3)c(=O)n2-c2ccc(Cl)cc2)c1	.	.	.	14	9%	1%	.
COc1ccc(CCNC(=O)CCc2c(C)nc3c(c(C)nn3-c3ccccc3)c2C)c(OC)c1	.	.	.	3	1%	14%	.
Cc1cc(C)c2oc(C(=O)Nc3ccc(S(=O)(=O)N4CCC(C)CC4)cc3)cc(=O)c2c1	.	.	.	-11	-7%	3%	.
COc1ccc(CN2CCN(c3ncnc4c3CCC4)CC2CCO)c(C)c1C (configuration not stated)	-2%	10µM*	5%	9	-9%	-9%	?
CC(C)(Sc1cc(C(C)(C)C)c(O)c(C(C)(C)C)c1)Sc1cc(C(C)(C)C)c(O)c(C(C)(C)C)c1	i	.	.	-9	6%	-4%	.
CNC(=O)c1cnn2c1CN(C(C)=O)CC2	?	0%[230 µM]	.	19	-1%[87.6 µM]	-7%[87.6 µM]	-1%[174 µM]
CCOc1ccc(CC(=O)N2CCN(C(=O)c3nnn4c3COC(c3ccc(C)cc3)C4)CC2)cc1 (configuration not stated)	i	-1%	-1%	14	-5%	?	-4%
Cc1cccc(OCC(=O)NCC2(N3CCN(C)CC3)CCCCC2)c1	.	.	.	4	-6%	-15%	.
OC1(c2cccc(C(F)(F)F)c2)CCN(Cc2nc(COc3ccccc3)no2)CC1	i	?	4%	9	-17%	2%	?
NC(=O)[C@H](Cc1ccc(O)cc1)NC(=O)[C@@]1(O)C[C@@H](O)[C@H](O)[C@@H](NC(=O)CC2(CC(=O)O)CCCC2)C1	-1%	i	-6%	4	-4%	15%	i
c1ccc(CCc2nc3nccc(-c4ccncc4)n3n2)cc1	-1%	-4%	-13%	-9	21%	3%	?
COc1ccc(CCNC(=O)CCc2cn(Cc3ccc(C)cc3)c3ccccc23)c(OC)c1OC	.	.	.	3	-22%	?	.
CCN(CC)Cc1cnc2c(C(=O)NC(C)CO)cnn2c1 (configuration not stated)	-7%	3%	5%	2	-2%	13%	-19%
CCSc1oc(-c2cccs2)nc1S(=O)(=O)c1ccc(Br)cc1	.	.	.	-12	7%	4%	.
O=C(CSc1nnc(-c2ccc(Cl)cc2)o1)N1CCc2ccccc21	.	.	.	0	1%	7%	.
CCc1cccc(NC(=O)c2cc3c(=O)[nH]c4ccccc4c3n2C)c1	.	.	.	1	10%	15%	.
Cc1cccc(-c2cccc(CN3CCC(NC(=O)c4ccc(F)cc4)CC3)c2)c1	-6%	?	.	-5	-15%	13%	?
COCC(=O)N1CCn2c(nn(-c3ccncc3)c2=O)C1	i	-8%[172 µM]	4%[172 µM]	4	5%[87.6 µM]	-1%[87.6 µM]	-15%[138 µM]
COc1ccccc1Cn1c(C2CC(=O)N(c3ccccc3OC)C2)nc2ccccc21 (configuration not stated)	.	.	.	-43*	?	13%	.
CC(C)C(=O)N1CCC(Oc2ncccc2C(=O)N2CCCCC2)C1 (configuration not stated)	-3%	0%	-3%	20	4%	-8%	i
COc1ccc(CN2C(=O)[C@@H]3C[C@@H](CN3C)Oc3ccccc32)cc1	-2%[88.5 µM]	-21%[172 µM]	1%[172 µM]	2	0%[87.6 µM]	12%[87.6 µM]	-5%[138 µM]
Cc1ccc(NC(=O)CN(C)S(=O)(=O)c2ccc3nc(C)sc3c2)c(C)c1	.	.	.	10	6%	2%	.
COCC1CN(C)CC12CCN(Cc1scnc1C)CC2 (configuration not stated)	i	-4%	-12%	10	-27%	-30%	-6%
CC(=O)N1CCc2cc(CNS(=O)(=O)c3ccc(Cl)s3)ccc21	.	.	.	17	-1%	42%[activator]	.
O=C1NC[C@@H](CCC(=O)N2CCN(c3ccccc3)CC2)N2C[C@@H](NCc3ccccc3)C[C@@H]12	i	-11%	-5%	-4	2%	-16%	1%
CC(=O)c1ccc(NC(=O)N2C[C@@H]3C[C@H](C2)c2ccc(NS(=O)(=O)Cc4ccccc4)c(=O)n2C3)cc1	i	-8%	-3%	11	1%	1%	i
O=C(c1cccn2nccc12)N1CCOCC1	i	3%[172 µM]	4%[172 µM]	-2	4%[87.6 µM]	-2%[87.6 µM]	-4%[138 µM]
Cc1ccc(C(=O)N2CCCN(C(=O)C3CC3)C(c3ccccc3)CC(=O)NCC2)s1 (configuration not stated)	i	-1%	5%	21	2%	25%	-12%
Cc1ccccc1C(=O)N[C@H]1[C@H](O)[C@H](O)C[C@@H]1c1ccc(C(F)(F)F)cc1	4%[88.5 µM]	?	16%[172 µM]	10	0%[87.6 µM]	-20%[87.6 µM]	?
CN(C)C[C@@H]1CN(Cc2cccnc2)C[C@H]1NC(=O)Cc1ccsc1	i	?	11%	23	-2%	4%	-10%
C[C@H](C(=O)N1Cc2ccccc2CC2(CCN(Cc3ccncc3)C2)C1)c1ccccc1 (some centres not stated)	i	?	.	-1	-1%	23%	?
CC(C)NC[C@H](O)COc1ccc(CCOCC2CC2)cc1	i	.	.	-12	?	.	.
CCC(C(=O)NCc1ccc(OC)c(OC)c1)n1nc(C)c2c(C)n(-c3ccc(C)cc3)nc2c1=O (configuration not stated)	.	.	.	40	5%	26%	.
CN1C(=O)[C@@H]2C[C@@H](CN2C2CCOCC2)Oc2ccccc21	i	-20%[172 µM]	-5%[172 µM]	-6	-4%[87.6 µM]	-10%[87.6 µM]	?

# Exported with values under each structure: part of the list above.
# Every second line gives: GPT2 inhibitor	HEK293 tox	Luciferase inh	IP6K1 inh	SNCA viab count	SNCA expr inhib	3T3 cytotox
> O=C1NC[C@@H](CCC(=O)N2CCN(c3ccccc3)CC2)N2C[C@@H](NCc3ccccc3)C[C@@H]12
→ i	-11%	-5%	-4	2%	-16%	1%
> CC(=O)c1ccc(NC(=O)N2C[C@@H]3C[C@H](C2)c2ccc(NS(=O)(=O)Cc4ccccc4)c(=O)n2C3)cc1
→ i	-8%	-3%	11	1%	1%	i

# The list continues:
mol	GPT2 inhibitor	HEK293 tox	Luciferase inh	IP6K1 inh	SNCA viab count	SNCA expr inhib	3T3 cytotox
CCC1Oc2ccc(NC(=O)c3ccc(F)cc3F)cc2CN(Cc2ccc(Cl)cc2)C1=O (configuration not stated)	-1%	?	-3%	23	-18%	-18%	?
COc1ccc(CNC(=O)C2CCCCN2Cc2ccc(-c3cccs3)cc2)cc1 (configuration not stated)	-8%	?	.	-8	3%[12.5 µM]	0%	?
Cc1ccc(CCNC(=O)CS(=O)Cc2nc(-c3ccccc3Cl)oc2C)cc1 (configuration not stated)	.	.	.	1	10%	16%	.
COC(=O)c1ccccc1NC(=O)CSc1nc2ccccc2nc1Cc1ccccc1OC	.	.	.	17	11%	44%[activator]	.
CCOC(=O)N1CCc2c(sc3c2C(=O)NC(c2cc(OC)c(O)c(OC)c2)N3)C1 (configuration not stated)	.	.	.	0	-5%	-3%	.
CCc1noc(-c2ccn3c(CNC(=O)c4ccc(F)c(Cl)c4)nnc3c2)n1	i	2%	-2%	-1	-1%	8%	-10%
Cc1cccc(-n2nnc(-c3nc(-c4ccccc4)no3)c2N)c1C	.	.	.	6	28%	178%[activator]	.
Cc1cnc(CCNC(=O)c2nccn2C)n1Cc1ccccc1	4%	?	.	4	-24%	0%	-32%
C[C@@H]1CN(C(=O)c2cccc(N3CCCC3=O)c2)C[C@@]1(O)C1CCC1	4%	-2%	-5%	8	-3%	-7%	i
COc1cccc(-c2n[nH]c3c2CC(=O)N(Cc2ccccc2F)C3)c1OC	-24%[88.5 µM]	?	-23%[172 µM]	-1	0%[87.6 µM]	75%[activator][87.6 µM]	?
COC(=O)c1scc(-c2ccccc2)c1S(=O)(=O)Nc1ccc(C)c(Cl)c1	.	.	.	-18	-18%	?	.
COc1ccc(C(=O)NCc2nnc3ccc(-c4ccc(C)c(C)c4)nn23)cc1	i	?	1%	-3	-15%	8%	?
CCOC(=O)c1ccc(N2C(=O)c3[nH]nc(-c4ccc(OC)cc4)c3C2c2ccc(C)cc2)cc1 (configuration not stated)	.	.	.	-6	-18%	?	.
CCOc1ccc(CNC(=O)C2CCN(S(=O)(=O)c3cn(C)cn3)CC2)cc1OC	.	.	.	13	1%	-7%	.
CCOC(=O)c1cc(-c2ccccc2)n(CC(=O)N(C)c2ccc(OC)cc2)c1C	.	.	.	-12	-20%	?	.
Cc1ccc(CN2CCC3(CCNCC3)C2)c(Cl)c1Cl	1%	?	-1%	-7	-13%	1%	?
CN(Cc1ccccc1)c1ncccc1CNC(=O)Nc1ccccc1F	0%	-28%	-7%	-6	5%	28%	-18%
Cc1cccc(S(=O)(=O)N2CCCN(C)c3ccccc32)c1	i	?	4%	-6	-1%	-19%	?
CCCSc1nnc2n(-c3cccc(C)c3)c(=O)c3c4c(sc3n12)CCCC4	.	.	.	42	?	-10%	.
CCc1ccc(C2CC(C(=O)NCc3ccco3)CN(C(=O)c3ccc(F)cc3)C2)cc1 (configuration not stated)	-2%	?	1%	-9	6%	-21%	?

# One compound at a time (already shown).
# COc1ccc(C(=O)NCc2nnc3ccc(-c4ccc(C)c(C)c4)nn23)cc1 across the screens: GPT2 inhibitor = i; HEK293 tox = ?; Luciferase inh = 1%; IP6K1 inh = -3; SNCA viab count = -15%; SNCA expr inhib = 8%; 3T3 cytotox = ?
# COC(=O)c1scc(-c2ccccc2)c1S(=O)(=O)Nc1ccc(C)c(Cl)c1 across the screens: GPT2 inhibitor = .; HEK293 tox = .; Luciferase inh = .; IP6K1 inh = -18; SNCA viab count = -18%; SNCA expr inhib = ?; 3T3 cytotox = .
# Cc1cccc(-n2nnc(-c3nc(-c4ccccc4)no3)c2N)c1C across the screens: GPT2 inhibitor = .; HEK293 tox = .; Luciferase inh = .; IP6K1 inh = 6; SNCA viab count = 28%; SNCA expr inhib = 178%[activator]; 3T3 cytotox = .
